Mtb BioA inh: M. tuberculosis BioA enzyme inhibitors, primary screen, biochemical, plate reader, single point, HTS. purified M. tuberculosis BioA enzyme. 7,8-diaminopelargonic acid synthase BioA (Mycobacterium tuberculosis). inhibition, % at 9.99 µM. actives 0.096% (n = 360,000); in the data active = inhibition above about 40%
The depositor's hits bear a star.

SMILES | Mtb BioA inh
COc1ccc(NC(=O)Nc2cccc3c2O[C@H](CN(C)Cc2ccc4c(c2)OCO4)[C@@H](C)CN([C@@H](C)CO)C3=O)cc1 | -4.2
C[C@H](CO)N1C[C@H](C)[C@H](CN(C)Cc2ccc(C(=O)O)cc2)Oc2cc(/C=C/c3ccccc3)ccc2S1(=O)=O | 2.7
COc1ccc(CN2C[C@H](O)COC[C@H]3O[C@H](CC(=O)NCCN4CCCC4)CC[C@@H]32)cc1 | 2.7
Cc1ccc(S(=O)(=O)Nc2ccc3c(c2)CC(=O)N([C@@H](C)CO)C[C@H](C)[C@H](CN(C)S(=O)(=O)c2c(C)noc2C)O3)cc1 | 2.0
C[C@@H]1CN([C@H](C)CO)C(=O)c2cccc(NC(=O)C3CC3)c2O[C@H]1CN(C)Cc1ccc2c(c1)OCO2 | 3.7
COc1ccccc1-c1ccc2c(c1)O[C@H](CN(C)C(=O)Nc1ccccc1)[C@@H](C)CN([C@@H](C)CO)S2(=O)=O | -2.0
CCCC(=O)Nc1ccc2c(c1)C(=O)N(C)[C@H]1CC[C@@H](CC(=O)N3CCc4ccccc4C3)O[C@@H]1CO2 | -2.6
C[C@@H]1CN([C@@H](C)CO)C(=O)c2cc(NC(=O)Nc3ccc(F)cc3)ccc2O[C@@H](C)CCCCO[C@H]1CN(C)S(=O)(=O)c1ccccc1 | 1.7
O=C(C1CC1)N1CC[C@@H]2[C@@H](CO)Nc3ccc(-c4cccc(F)c4)cc3[C@@H]21 | 36
CO[C@@H]1CN(C)C(=O)c2ccc(NC(=O)Cc3ccccc3)cc2OC[C@H](C)N(C(C)=O)C[C@H]1C | 0.6
CC(C)CC#Cc1ccc2c(c1)O[C@H](CN(C)C(=O)CN(C)C)[C@@H](C)CN([C@@H](C)CO)S2(=O)=O | 1.5
CN1CCCCN2[C@H](CO)[C@@H](c3ccc(/C=C/c4ccccc4)cc3)[C@H]2C1 | 6.6
COCC(=O)N(C)C[C@@H]1Oc2ncc(-c3ccccc3OC)cc2C(=O)N([C@H](C)CO)C[C@H]1C | 1.6
C[C@H](CO)N1C[C@H](C)[C@H](CN(C)Cc2ccncc2)Oc2cc(-c3ccccc3)ccc2S1(=O)=O | 2.4
CCCNC(=O)N(C)C[C@H]1Oc2cc(C3=CCCCC3)ccc2S(=O)(=O)N([C@@H](C)CO)C[C@H]1C | -1.0
C[C@@H]1CN([C@H](C)CO)C(=O)c2cc(NC(=O)C3CC3)ccc2O[C@H]1CN(C)C(=O)NC1CCCCC1 | -2.6
CCS(=O)(=O)N1CCCCN2[C@H](C1)[C@@H](c1ccc(-c3ccc(C(=O)N(C)C)cc3)cc1)[C@@H]2CO | 1.9
CC(=O)NC[C@H]1[C@H](c2ccccc2)[C@@H](CO)N1C(=O)Cc1ccncc1 | -1.3
C[C@H](CO)N1C[C@H](C)[C@@H](CN(C)C(=O)Nc2ccc3c(c2)OCO3)Oc2ccc(NC(=O)NC3CCCCC3)cc2CC1=O | -0.4
CN1[C@@H]2c3ccc(C4=CCCC4)c(=O)n3C[C@H]1[C@H](CO)[C@H]2C(=O)NCc1cc(F)cc(F)c1 | -0.6
O=C(C[C@@H]1CC[C@H](NC(=O)CN2CCOCC2)[C@H](CO)O1)NCc1cccc(F)c1 | -1.6
C[C@H](CO)N1C[C@H](C)[C@H](CN(C)S(=O)(=O)c2cn(C)cn2)Oc2ccc(NS(=O)(=O)c3ccccc3)cc2C1=O | -0.8
O=C(O)[C@@H]1[C@@H](CO)[C@@H]2Cn3c(ccc(-c4cccc(F)c4)c3=O)[C@H]1N2CCc1ccccc1 | -1.1
C[C@H]1CN([C@@H](C)CO)C(=O)c2cccc(NS(=O)(=O)c3cn(C)cn3)c2O[C@H]1CN(C)S(=O)(=O)c1cccs1 | -0.4
O=C(C[C@H]1C=C[C@@H](NC(=O)CCN2CCCCC2)[C@H](CO)O1)NCc1ccc(Cl)c(Cl)c1 | 1.0
CO[C@@H](CN(C)C(=O)c1ccccc1F)[C@H](C)CN([C@@H](C)CO)S(=O)(=O)c1ccc(F)cc1 | -0.8
COc1cccc(-c2ccc3n(c2=O)C[C@H]2[C@H](CO)[C@@H](C(=O)NC4CCC4)N[C@@H]32)c1 | -0.1
CO[C@H]1CN(C)C(=O)c2cc(NC(=O)C3CCC3)ccc2OC[C@@H](C)N(Cc2ccncc2)C[C@H]1C | -3.2
COc1ccccc1NC(=O)N1CCCCN2[C@H](CO)[C@H](c3ccc(-c4cccc(C#N)c4)cc3)[C@H]2C1 | -1.9
COCC(=O)N(C)C[C@H]1Oc2ncc(-c3ccccc3F)cc2C(=O)N([C@H](C)CO)C[C@H]1C | -0.9
C[C@@H]1CN([C@H](C)CO)C(=O)c2cc(C#CCN(C)C)cnc2O[C@H]1CN(C)Cc1ccccn1 | 0.3
CC(C)NC(=O)Nc1cccc2c1O[C@H](CN(C)S(=O)(=O)c1ccc(F)cc1)[C@H](C)CN([C@H](C)CO)C2=O | 0.0
Cc1ccc(S(=O)(=O)N(C)C[C@H]2OCCCC[C@H](C)Oc3ccc(NS(=O)(=O)c4cccs4)cc3C(=O)N([C@H](C)CO)C[C@@H]2C)cc1 | -1.9
C[C@H]1CN([C@@H](C)CO)C(=O)CCCn2nncc2CO[C@H]1CN(C)C(=O)OCc1ccccc1 | -1.3
CCC(=O)N1C[C@@H](C)[C@@H](OC)CN(C)C(=O)c2cc(NC(=O)c3cnccn3)ccc2OC[C@@H]1C | 0.4
CC(C)NC(=O)N(C)C[C@@H]1OCCCC[C@@H](C)Oc2ccc(NS(=O)(=O)c3ccc(F)cc3)cc2C(=O)N([C@@H](C)CO)C[C@H]1C | 0.4
C[C@H](CO)N1C[C@H](C)[C@H](CN(C)S(C)(=O)=O)Oc2ncccc2C1=O | -1.9
COc1cccc(NC(=O)N[C@H]2C=C[C@H](CC(=O)NCc3ccccn3)O[C@@H]2CO)c1 | 1.0
C[C@@H]1CN([C@H](C)CO)C(=O)c2cc(NS(C)(=O)=O)ccc2O[C@@H](C)CCCCO[C@H]1CN(C)C(=O)C1CCCCC1 | -0.5
C[C@H]1CCCCO[C@H](CN(C)CC2CCCCC2)[C@@H](C)CN([C@@H](C)CO)C(=O)c2cc(NC(=O)Nc3ccc4c(c3)OCO4)ccc2O1 | -1.0
C[C@@H]1CN([C@H](C)CO)C(=O)c2cc(NC(=O)Nc3ccc(F)cc3)ccc2O[C@H]1CN(C)C | 4.1
CCNC(=O)C[C@H]1CC[C@H]2[C@@H](COc3ccc(NC(=O)Nc4cccc(OC)c4)cc3C(=O)N2C)O1 | 0.4
COCC#Cc1ccc2c(c1)O[C@@H](CN(C)C)[C@H](C)CN([C@@H](C)CO)S2(=O)=O | -1.2
N#C[C@@H]1[C@H](c2ccc(-c3cccc(F)c3)cc2)[C@@H](CO)N1C(=O)c1cccnc1 | 9.7
CO[C@H]1CN(C)C(=O)c2ccc(NS(=O)(=O)c3ccc(Cl)cc3)cc2OC[C@@H](C)N(C)C[C@@H]1C | -1.5
Cc1ccc(S(=O)(=O)N(C)C[C@@H]2Oc3c(NC(=O)C4CCCCC4)cccc3C(=O)N([C@@H](C)CO)C[C@H]2C)cc1 | 0.0
CO[C@H](C(=O)N(C)C[C@@H]1OCc2ccccc2-c2c(n(C)c3ccccc23)C(=O)N([C@@H](C)CO)C[C@H]1C)c1ccccc1 | 2.4
C[C@H]1CN([C@@H](C)CO)C(=O)c2cc(NS(=O)(=O)c3ccccc3)ccc2O[C@@H]1CN(C)C(=O)Nc1cccc2ccccc12 | -1.5
C[C@@H]1CN([C@@H](C)CO)C(=O)c2cccc(NS(=O)(=O)c3ccc(Cl)cc3)c2O[C@H]1CN(C)Cc1ccc(-c2ccccc2)cc1 | -1.0
C[C@@H]1CCCCO[C@@H](CN(C)S(=O)(=O)c2ccccc2)[C@H](C)CN([C@@H](C)CO)C(=O)c2cc(NC(=O)NC3CCCCC3)ccc2O1 | -1.1
The listing continues:
SMILES | Mtb BioA inh
Cn1cnc(S(=O)(=O)N2C[C@@H](O)COC[C@@H]3O[C@H](CC(=O)NCc4cccc(F)c4)CC[C@H]32)c1 | 1.7
O=C(CN1CCOCC1)N[C@H]1CC[C@H](CCNS(=O)(=O)c2ccccc2F)O[C@H]1CO | 0.1
CCCN(C)C[C@@H]1Oc2cc(-c3cccc(OC)c3)ccc2S(=O)(=O)N([C@@H](C)CO)C[C@@H]1C | -0.3
CCNC(=O)C[C@@H]1CC[C@@H]2[C@H](COc3ccc(NC(=O)Nc4ccc(C)cc4)cc3C(=O)N2C)O1 | 1.9
Cc1noc(C)c1NC(=O)N(C)C[C@@H]1Oc2c(NC(=O)c3nc4ccccc4s3)cccc2C(=O)N([C@H](C)CO)C[C@@H]1C | -0.3
C[C@H]1CN([C@@H](C)CO)C(=O)Cc2cc(NC(=O)Nc3cccc4ccccc34)ccc2O[C@@H]1CN(C)Cc1ccc2c(c1)OCO2 | 1.8
CCS(=O)(=O)Nc1ccc2c(c1)C(=O)N(C)[C@H]1CC[C@H](CC(=O)NC)O[C@H]1CO2 | -4.7
C[C@H]1CN([C@@H](C)CO)C(=O)c2cccc(NC(=O)C3CC3)c2O[C@@H]1CN(C)CC1CC1 | -0.1
C[C@@H]1CN([C@H](C)CO)C(=O)Cc2cc(NC(=O)c3ccncc3)ccc2O[C@H]1CN(C)Cc1ccc(C(=O)O)cc1 | 2.7
COc1ccc(NC(=O)Nc2cccc3c2O[C@@H](CN(C)Cc2ccccc2)[C@H](C)CN([C@@H](C)CO)C3=O)cc1 | 1.9
C[C@@H]1CN([C@H](C)CO)S(=O)(=O)c2ccc(C3=CCCC3)cc2O[C@H]1CN(C)Cc1ccncc1 | 2.0
C[C@@H]1CN([C@H](C)CO)C(=O)c2cc(C#Cc3cccc(F)c3)cnc2O[C@H]1CN(C)C(=O)C1CCC1 | -1.2
CCC(=O)Nc1ccc2c(c1)OC[C@H](C)N(C(=O)Cc1cccnc1)C[C@H](C)[C@H](OC)CN(C)C2=O | -0.4
COc1ccc(S(=O)(=O)N(C)C[C@H]2Oc3ccc(NC(=O)Cc4ccccc4)cc3CC(=O)N([C@@H](C)CO)C[C@H]2C)cc1 | -3.2
CO[C@@H]1CN(C)C(=O)c2cc(NC(=O)c3ccc(F)cc3)ccc2OC[C@@H](C)N(C)C[C@@H]1C | 0.5
COC(=O)[C@@H]1[C@@H](CO)[C@@H]2Cn3c(ccc(-c4ccccc4F)c3=O)[C@@H]2N1CC1CCCC1 | 5.8
Cc1cccc(S(=O)(=O)N2CC[C@H]3[C@H](CO)Nc4ccc(-c5ccccc5F)cc4[C@H]32)c1 | 6.1
O=S(=O)(NC[C@H]1[C@H](c2ccccc2)[C@H](CO)N1CC1CC1)c1ccccc1 | 4.7
C[C@H]1CN([C@@H](C)CO)C(=O)c2cc(NC(=O)Nc3ccc4c(c3)OCO4)ccc2O[C@H]1CN(C)C(=O)Nc1ccccc1 | 1.0
COc1ccc(NC(=O)Nc2ccc3c(c2)C(=O)N([C@H](C)CO)C[C@H](C)[C@@H](CN(C)S(=O)(=O)c2cn(C)cn2)O3)cc1 | -3.3
C[C@@H]1CN([C@@H](C)CO)C(=O)c2cc(NC(=O)C3CCCCC3)ccc2O[C@@H](C)CCCCO[C@H]1CN(C)C(=O)c1ccccc1 | -1.1
O=C(C[C@H]1CC[C@H](NC(=O)Cc2cccnc2)[C@H](CO)O1)NCc1ccc2c(c1)OCO2 | 0.5
COc1ccc(NC(=O)Nc2ccc3c(c2)C(=O)N([C@@H](C)CO)C[C@@H](C)[C@@H](CN(C)S(=O)(=O)c2ccc(F)cc2)OCCCC[C@@H](C)O3)cc1 | -0.9
COc1cccc(-c2cnc3c(c2)C(=O)N([C@@H](C)CO)C[C@H](C)[C@H](CN(C)C(=O)Nc2ccccc2F)O3)c1 | -1.0
CO[C@H]1CN(C)C(=O)c2cc(NC(=O)Nc3ccccc3F)ccc2OC[C@@H](C)N(Cc2ccccc2C(=O)O)C[C@H]1C | -0.1
C[C@H]1CN([C@@H](C)CO)C(=O)Cc2cc(NC(=O)c3ccncc3)ccc2O[C@@H]1CN(C)C | 2.2
CCC(=O)N1[C@H](CO)[C@H](c2ccc(C3=CCCC3)cc2)[C@@H]1CN(C)C(C)=O | -3.1
C[C@@H]1CN([C@@H](C)CO)C(=O)c2cc(-c3ccncc3)cnc2O[C@H]1CN(C)C(=O)c1ccncc1 | -0.3
COc1ccc(NC(=O)N(C)C[C@H]2OCCCC[C@@H](C)Oc3ccc(NC(=O)Cc4ccccc4)cc3C(=O)N([C@H](C)CO)C[C@@H]2C)cc1 | 6.4

12 entries already listed, arranged by number of heavy atoms, largest number first:
SMILES | Mtb BioA inh
COc1ccc(NC(=O)Nc2ccc3c(c2)C(=O)N([C@@H](C)CO)C[C@@H](C)[C@@H](CN(C)S(=O)(=O)c2ccc(F)cc2)OCCCC[C@@H](C)O3)cc1 | -0.9
C[C@@H]1CCCCO[C@@H](CN(C)S(=O)(=O)c2ccccc2)[C@H](C)CN([C@@H](C)CO)C(=O)c2cc(NC(=O)NC3CCCCC3)ccc2O1 | -1.1
C[C@H](CO)N1C[C@H](C)[C@@H](CN(C)C(=O)Nc2ccc3c(c2)OCO3)Oc2ccc(NC(=O)NC3CCCCC3)cc2CC1=O | -0.4
CO[C@H](C(=O)N(C)C[C@@H]1OCc2ccccc2-c2c(n(C)c3ccccc23)C(=O)N([C@@H](C)CO)C[C@H]1C)c1ccccc1 | 2.4
C[C@@H]1CN([C@H](C)CO)C(=O)c2cc(NS(C)(=O)=O)ccc2O[C@@H](C)CCCCO[C@H]1CN(C)C(=O)C1CCCCC1 | -0.5
C[C@@H]1CN([C@H](C)CO)C(=O)c2cccc(NC(=O)C3CC3)c2O[C@H]1CN(C)Cc1ccc2c(c1)OCO2 | 3.7
C[C@@H]1CN([C@H](C)CO)C(=O)c2cc(C#Cc3cccc(F)c3)cnc2O[C@H]1CN(C)C(=O)C1CCC1 | -1.2
CCC(=O)N1C[C@@H](C)[C@@H](OC)CN(C)C(=O)c2cc(NC(=O)c3cnccn3)ccc2OC[C@@H]1C | 0.4
CCS(=O)(=O)N1CCCCN2[C@H](C1)[C@@H](c1ccc(-c3ccc(C(=O)N(C)C)cc3)cc1)[C@@H]2CO | 1.9
C[C@@H]1CN([C@H](C)CO)C(=O)c2cc(NC(=O)Nc3ccc(F)cc3)ccc2O[C@H]1CN(C)C | 4.1
C[C@H]1CN([C@@H](C)CO)C(=O)Cc2cc(NC(=O)c3ccncc3)ccc2O[C@@H]1CN(C)C | 2.2
C[C@H](CO)N1C[C@H](C)[C@H](CN(C)S(C)(=O)=O)Oc2ncccc2C1=O | -1.9

Only part of the results is shown; the hit share may differ from the screen's.
